# Sm TGR block: inhibitors of Schistosoma mansoni thioredoxin glutathione reductase. Q962Y6. purified TGR, DTNB reduction, TNB absorbance 405 nm. Potency, µM (top dose mostly 114 µM), without a hit: at the top dose activity change, negative = inhibition, actives largely listed as inhibitors. hit rate 3% among 360,000; active means well fitted inhibition curve with a large enough effect; inconclusive means small, poorly fitted or top-dose-only effect; inactive means no such curve, though single readings can be large or run the other way; further: nearly all actives have a fitted effect of over 60% in size
#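 First, TGR (20 nM dispensed) and NADPH were mixed with compound. Second, a 15 min room-temperature incubation followed. Third, further NADPH and then DTNB were added to start the reaction. Finally, TNB absorbance was monitored kinetically.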
# Active calls of the source: *; ? = inconclusive. On the % scale 0 is the no-effect control and ±100 the full control effect; potency means the concentration at half of the fitted maximal effect. Not all compounds are listed; the hit share may differ from the screen's.
SMILES,Sm TGR block
COc1ccc(-n2c(-c3ccc(Cl)cc3)cc3c2CC(C)(C)CC3=O)c(OC)c1,3%
CCc1ccc(Sc2cc(C(=O)NC(C)CC)c3ccccc3n2)cc1 (stereo unspecified),9%
COc1cccc(CNC(=O)c2nc(Cn3nc(C)c(Br)c3C)no2)c1,2%
Cc1ccc(-c2noc(CN(C3CCCCC3)S(=O)(=O)c3ccc(C)cc3)n2)cc1,1%
CC(CC(=O)Nc1ccc(F)cc1)S(=O)(=O)c1cc2c3c(c1)CCN3C(=O)CC2 (stereo unspecified),9%
COc1ccc2c(c1)CC(C(=O)Nc1ccc(Br)c(C)c1)CO2 (stereo unspecified),-4%
COc1cc2oc(=O)c(CC(=O)N3CCCCC3)c(C)c2cc1OC,0%
CCCS(=O)(=O)N1CC(=O)N(c2ccc(C)cc2C)C(C)(C(=O)NC2CCCCCC2)C1 (stereo unspecified),2%
CCc1ccc(NC(=O)CSC2=Nc3ccccc3C3=NC(CCC(=O)NCc4cccs4)C(=O)N23)cc1 (stereo unspecified),8%
COc1ccccc1NC(=O)C1=C(C)Nc2nc(SCc3ccccc3C)nn2C1CC(C)C (stereo unspecified),0%
COc1ccc2oc(=O)cc(CN3CCN(C(=O)c4ccccc4Br)CC3)c2c1,-9%
CC1=C(c2ccc(C)c(C)c2)S(=O)(=O)N=C1N1CCN(c2cccc(C)c2)C(C)C1 (stereo unspecified),-7%
COC(=O)c1ccc(NC(=O)CCc2c(C)nc3c(c2C)c(=O)n(C)c(=O)n3C)cc1,0%
N#Cc1ccc(CSc2nc3c(c(=O)[nH]2)CCCC3)cc1,-1%
COc1ccc(CCNC(=O)c2ccc(Cn3c(=O)c4ccccc4n(Cc4ccccc4Cl)c3=O)cc2)cc1OC,11%
CC1=C(C#N)C(NC(=O)c2ccccc2)(C(F)(F)F)C(=O)N1 (stereo unspecified),0%
COc1ccc(C2CC(=O)c3cc(-c4nc(-c5cccc(Cl)c5)cs4)c(=O)[nH]c3C2)cc1 (stereo unspecified),-2%
COc1cc(NC(=O)c2cc3ccc4cccnc4c3[nH]2)cc(OC)c1OC,13%
COc1ccc(Cn2ccc3nc(C)c(C(=O)NCc4cccc(OC)c4)cc3c2=O)cc1,1%
CCOc1ccc(CC(=O)Nc2c(C(=O)c3ccc(C)cc3)oc3ccccc23)cc1OCC,-2%
Cc1ccc(S(=O)(=O)c2nnn3c2nc(N2CCCC(C)C2)c2cc(Cl)ccc23)cc1C (stereo unspecified),1%
Cc1cc(C)c2oc(C(=O)Nc3ccc(S(=O)(=O)Nc4ncccn4)cc3)cc(=O)c2c1,10%
Cc1ccc(CNC(=O)CCc2nnc3n(C)c(=O)c4sccc4n23)cc1,-3%
COc1ccccc1N1CCN(c2ccc(=O)n(CC(=O)O)n2)CC1,-1%
COc1cccc(NC(=O)C2CCN(S(=O)(=O)c3cccc4nonc34)CC2)c1,5%
# (cont.)
SMILES,Sm TGR block
COc1cccc(CNC(=O)CSc2ncc(S(=O)(=O)c3ccc(C)c(Cl)c3)c(=O)[nH]2)c1,2%
COc1ccc2oc(=O)c(-c3nc(-c4cc(OC)c(OC)c(OC)c4)no3)cc2c1,-1%
COc1ccccc1CNC(=O)C(=O)NCC(c1cccnc1)N1CCN(c2ccccc2)CC1 (stereo unspecified),1%
COc1ccc(N2CCN(c3ncnc4c3cnn4-c3ccc(C)c(Cl)c3)CC2)cc1,4%
CCC(Oc1ccccc1F)C(=O)N1CCC(c2nc3ccccc3s2)CC1 (stereo unspecified),-1%
Cc1ccc(-c2noc(-c3ccccc3NC(=O)c3ccccc3)n2)cc1,-8%
COc1ccc(NC(=O)c2oc3ccccc3c2NC(=O)C23CC4CC(CC(C4)C2)C3)cc1,-4%
COc1ccccc1-n1c(=O)n(C)c2c(C(N)=O)nc(-c3cccc(OC)c3OC)nc21,-1%
Cc1cccc(C(=O)OCc2cc(=O)n3nc(C4CCCCC4)sc3n2)c1,2%
CCC(=O)N1CCc2cc(CNC(=O)Nc3cc(Cl)ccc3C(=O)OC)ccc21,0%
COc1ccc(-c2cc(-c3ccc(C)cc3)nc3c2COc2ccccc2-3)cc1,-1%
Cc1c(NC(=O)Nc2ccc(Br)cc2F)sc2nc3n(c(=O)c12)CCC(C)CC3 (stereo unspecified),-1%
Cc1ccc(COC(=O)c2[nH]c3c(c2C)C(=O)CC(c2ccc(Cl)cc2)C3)cc1 (stereo unspecified),?
Cc1cc(C)cc(NC(=O)C2CCN(S(=O)(=O)c3ccc4c(c3)oc(=O)n4C)CC2)c1,-1%
CCOc1cc(/C=C(\C#N)C(=O)Nc2ccc(C)cc2)ccc1OCc1cc(=O)n2nc(CC)sc2n1,-9%
O=C(Cn1cc(SCc2ccc(C(F)(F)F)cc2)c2ccccc21)N1CCCCCC1,8%
COC(=O)C1CCN(c2csc3ccc(Cl)cc3c2=O)CC1,-9%
CC(=O)c1ccc(NC(=O)c2nn(C)c3c2CS(=O)(=O)c2ccccc2-3)cc1,5%
COc1ccc(C(=O)c2cn(Cc3cccc(C)c3)c3cc4c(cc3c2=O)OCO4)cc1,-2%
CCCNC(=O)N1CCN(S(=O)(=O)c2ccc3c(ccn3C)c2)CC1,1%
CCOC(=O)CN(Cc1ccccc1)C(C(=O)NC1CCCCC1)c1ccc(OC)cc1 (stereo unspecified),-11%
CCn1c(=O)c(=O)n(CC)c2cc(N3CCCCC3)c(NC(=O)c3cccc(OC)c3)cc21,5%
COc1cc(C(=O)NC(c2ccc(Cl)cc2)c2cc(Cl)c3cccnc3c2O)cc(OC)c1OC (stereo unspecified),6%
Cc1cccc(OCC(=O)N2CCN(Cc3cc(=O)n4nc(-c5ccccc5Cl)sc4n3)CC2)c1,0%
O=C(CSC1=Nc2ccccc2N=C(c2ccc(F)cc2)C1)Nc1ccccc1,0%
# Following part.
SMILES,Sm TGR block
CCc1ccc(NC(=O)CN2CCN(Cc3ccccc3)S2(=O)=O)cc1,1%
CCC1CN(C(=O)Nc2cc(C)ccc2OC)c2cc(Cl)ccc2O1 (stereo unspecified),4%
Cc1ccc(C)c(NC(=O)Cn2cc(S(=O)(=O)Cc3cccc(Cl)c3)c3ccccc32)c1,4%
O=C(CCc1ccccc1)N(Cc1cccnc1)c1nc2ccc(F)cc2s1,11%
Cc1ccccc1CNC(=O)c1ccc(Cn2c(SCc3cccc(F)c3)nc3cccnc32)cc1,5%
Cn1nnnc1SCCNCc1ccc(OCc2ccccc2Cl)cc1,-14%
COCCCNC(=O)c1cc2n(n1)CCCN(Cc1ccc(C)cc1)C2=O,4%
Nc1ncc(S(=O)(=O)Nc2ccc(F)cc2F)cn1,-20%
Cc1ccc(S(=O)(=O)c2nc(-c3ccccc3)oc2N2CCN(c3ccccc3)CC2)cc1,8%
CCn1cc(S(=O)(=O)c2ccccc2)c(=O)c2cc(F)c(N3CCN(c4ccccc4)CC3)cc21,-5%
COc1ccc(-c2nn3c(=O)cc(CN4CCN(C(=O)c5ccc(C(C)(C)C)cc5)CC4)nc3s2)cc1,-1%
COc1cccc(-c2oc3ccc(C)cc3c(=O)c2O)c1,-12%
Cc1ccc(-c2c(CN3CCN(c4cccc(C)c4C)CC3)csc2C)cc1,7%
COC(=O)c1c(-c2ccc(Cl)cc2)noc1N1CCN(c2cccc(OC)c2)CC1,-4%
O=C(COc1ccccc1)Nc1ccc2nc(SCC(=O)N3CCc4ccccc43)sc2c1,-13%
Cc1cc(C)c2c(N)c(C(=O)Nc3ccccc3C(F)(F)F)sc2n1,5%
CCCN(CCC)CCNC(=O)c1sc2nc3n(c(=O)c2c1C)CCCCC3,3%
CCOC(=O)c1ccc(NC(=O)Cn2cc(C(=O)c3ccc(Cl)cc3)c(=O)c3ccc(C)nc32)cc1,16%
COc1ccc(S(=O)(=O)N2CCCCC2)cc1C(=O)NC1CCS(=O)(=O)C1 (stereo unspecified),6%
CCN1CCN(Cc2c(O)ccc3oc(C)c(C(=O)Nc4ccc(OC)cc4)c23)CC1,9%
Cc1ccc(C2NC(=O)c3n[nH]c(-c4cccs4)c32)cc1 (stereo unspecified),-2%
Cc1cccc(CN2C(=O)c3ccccc3S(=O)(=O)c3ccc(C(=O)N(C)Cc4ccccc4)cc32)c1,2%
COc1ccccc1-c1cc2nc(C)c(CCC(=O)NCCc3cccc(C)c3)c(C)n2n1,-6%
CCOc1ccc(NC(=O)CSc2ccc3ccccc3n2)cc1,7%
Cc1ccc(S(=O)(=O)Nc2cc3c(cc2Cl)n(C)c(=O)c(=O)n3C)cc1,3%
# Next part
SMILES,Sm TGR block
Clc1ccc(-c2nnn3c2nc(NC2CCCCC2)c2ccccc23)cc1,0%
CCNC(=O)C1CCN(Cc2cc3ccccc3n2Cc2ccc(C)cc2)CC1,-9%
CCc1ccccc1NC(=O)c1sc2nc3n(c(=O)c2c1C)CCC3,8%
CC1=C(C(N)=O)C(c2ccc(C)cc2)n2nc(SCc3ccccc3F)nc2N1 (stereo unspecified),9%
Cc1cc(C)cc(NC(=O)N2CCC(CN3CCCCCC3)CC2)c1,-34%
CCc1ccc2occ(CC(=O)Nc3sc4c(c3C(=O)NCCOC)CCCC4)c2c1,-2%
CN1C(=O)C2(c3ccccc31)N(c1cccc(F)c1)C(=O)CS2(=O)=O (stereo unspecified),12%
CCOc1cc(C(=O)Nc2ccc3oc(-c4ccc(CC)cc4)nc3c2)cc(OCC)c1OCC,-2%
CCCN1C(=O)C2(c3ccccc31)c1c(oc3ccc(F)cc3c1=O)C(=O)N2CCCOC(C)C (stereo unspecified),-2%
CC(C)c1ccc(Cc2cn3cc(-c4cc5ccccc5oc4=O)nc3s2)cc1,-3%
CCN(C(=O)c1cc2c(s1)-c1c(C)cccc1OC2)c1ccccc1F,0%
COc1ccc(C(CNC(=O)COc2ccc(C)cc2)N2CCCCC2)cc1 (stereo unspecified),-3%
Cc1cc(/C=C(\C#N)C(=O)Nc2ccccc2)c(C)n1-c1ccc(F)cc1,-7%
COc1cccc(-c2cc(C(=O)Nc3ccc(OC)cc3OC)no2)c1,2%
O=C(CCCCn1c(=O)c2ccccc2n(Cc2ccccc2F)c1=O)NCc1ccccc1Cl,1%
CCCN(CCC)C(=O)Cn1c(SCc2cccc(C(F)(F)F)c2)nc2cccnc21,-2%
Cc1ccc(CCNC(=O)c2c(C)nn(-c3ccc(F)cc3)c2-n2cccc2)cc1,4%
N#Cc1ccc(-c2cccs2)nc1SCc1ccc(Br)cc1,-19%
COc1cccc(-c2cc(C(=O)Nc3cnn(Cc4ccc(Cl)cc4Cl)c3)no2)c1,-1%
CC1CCC(NC(=O)c2ccc3c(c2)N(Cc2ccccc2F)C(=O)c2ccccc2S3=O)CC1 (stereo unspecified),9%
COc1ccc(OC)c(-c2noc(CSc3nnc(Cc4ccccc4)n3-c3cccc(C)c3)n2)c1,-4%
Cc1ccc(-c2cc(C(=O)NCc3ccccc3Cl)c3ccccc3n2)cc1C,8%
N#Cc1cc2c(nc1SCC(=O)Nc1ccc(Cl)c(C(F)(F)F)c1)C1CCN2CC1,4%
CCOc1ccccc1NC(=O)c1ccc2c(c1)CCN2S(C)(=O)=O,-1%
CC(C(=O)NCc1ccc(Cl)cc1)n1ccc2cc(S(=O)(=O)N3CCCCCC3)ccc21 (stereo unspecified),7%
# (continued)
SMILES,Sm TGR block
Cc1ccc(NC(=O)CSc2nc(-c3ccco3)nc3cc(=O)[nH]n23)cc1,?
COc1ccc(N2CCN(C(=O)Cn3nc(Cc4cccnc4)c4ccccc4c3=O)CC2)cc1,-10%
Cc1ccc(C)c(Cn2c(SCC(=O)NCc3ccccc3)nc3ccccc32)c1,7%
CCc1ccccc1NS(=O)(=O)c1ccc2c(c1)OCC(C(=O)N1CCCC1)O2 (stereo unspecified),?
Cc1ccc(Cl)cc1NC(=O)Cn1ncc2c(C)n(Cc3ccccc3F)c(C)c2c1=O,1%
COc1cccc2sc(N3CCN(C(=O)CS(=O)(=O)c4ccc(Cl)cc4)CC3)nc12,0%

# A different layout for part of the listing above:
smiles | Sm TGR block
COc1cccc(-c2cc(C(=O)Nc3ccc(OC)cc3OC)no2)c1 | 2%
O=C(CCCCn1c(=O)c2ccccc2n(Cc2ccccc2F)c1=O)NCc1ccccc1Cl | 1%
CCCN(CCC)C(=O)Cn1c(SCc2cccc(C(F)(F)F)c2)nc2cccnc21 | -2%
Cc1ccc(CCNC(=O)c2c(C)nn(-c3ccc(F)cc3)c2-n2cccc2)cc1 | 4%
N#Cc1ccc(-c2cccs2)nc1SCc1ccc(Br)cc1 | -19%
COc1cccc(-c2cc(C(=O)Nc3cnn(Cc4ccc(Cl)cc4Cl)c3)no2)c1 | -1%
CC1CCC(NC(=O)c2ccc3c(c2)N(Cc2ccccc2F)C(=O)c2ccccc2S3=O)CC1 (stereo unspecified) | 9%
COc1ccc(OC)c(-c2noc(CSc3nnc(Cc4ccccc4)n3-c3cccc(C)c3)n2)c1 | -4%
Cc1ccc(-c2cc(C(=O)NCc3ccccc3Cl)c3ccccc3n2)cc1C | 8%
N#Cc1cc2c(nc1SCC(=O)Nc1ccc(Cl)c(C(F)(F)F)c1)C1CCN2CC1 | 4%
CCOc1ccccc1NC(=O)c1ccc2c(c1)CCN2S(C)(=O)=O | -1%
CC(C(=O)NCc1ccc(Cl)cc1)n1ccc2cc(S(=O)(=O)N3CCCCCC3)ccc21 (stereo unspecified) | 7%
Cc1ccc(NC(=O)CSc2nc(-c3ccco3)nc3cc(=O)[nH]n23)cc1 | ?
COc1ccc(N2CCN(C(=O)Cn3nc(Cc4cccnc4)c4ccccc4c3=O)CC2)cc1 | -10%
Cc1ccc(C)c(Cn2c(SCC(=O)NCc3ccccc3)nc3ccccc32)c1 | 7%

# Compound activity: PubChem BioAssay, National Center for Advancing Translational Sciences (NCATS)
